M4 antag = CHRM4 antagonism in calcium assay; P08173; CHO-hM4 cells, ACh EC80, Fluo-8 calcium fluorescence; inhibition, % at 3 µM; 360,000 compounds, 0.73% hits;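 active means inhibition above its plate's cutoff, the mean inhibition of sample wells plus 3 SD, cut at about 27% in these data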;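 further: 0% = acetylcholine EC80 with DMSO and 100% = DMSO without agonist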
Target sequence (P08173 whole entry, looked up): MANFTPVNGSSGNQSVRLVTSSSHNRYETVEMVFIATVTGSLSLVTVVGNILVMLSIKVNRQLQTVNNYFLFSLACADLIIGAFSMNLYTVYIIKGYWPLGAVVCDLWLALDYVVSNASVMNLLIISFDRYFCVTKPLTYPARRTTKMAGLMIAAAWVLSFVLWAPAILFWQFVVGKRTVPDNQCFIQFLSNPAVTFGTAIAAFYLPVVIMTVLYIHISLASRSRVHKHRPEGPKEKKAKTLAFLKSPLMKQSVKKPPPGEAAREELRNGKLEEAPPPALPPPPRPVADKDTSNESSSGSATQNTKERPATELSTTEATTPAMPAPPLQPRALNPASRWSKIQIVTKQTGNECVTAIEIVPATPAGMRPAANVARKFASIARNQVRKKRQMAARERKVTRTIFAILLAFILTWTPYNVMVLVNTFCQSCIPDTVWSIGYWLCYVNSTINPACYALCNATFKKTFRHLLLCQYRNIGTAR
M1 antag = human CHRM1 antagonism; CHO-K1 hM1, Fluo-8 calcium fluorescence, ACh EC80 antagonist; inhibition, % at 3 µM; 360,000 compounds, 1.3% hits; AID 588852;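 active means percent inhibition above its own plate's cutoff, namely the mean of that plate's compound wells plus 3 SD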;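 further: peak over basal fluorescence ratio during 140 s after agonist addition; 0% = ACh EC80 plus DMSO and 100% = DMSO alone without agonist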
CHRM4 agonist = CHRM4 agonism in calcium assay; P08173; CHO-K1 hM4/Gqi5, Fluo-8 calcium fluorescence; vehicle 0%, full acetylcholine response 100%; activation, % at 3 µM; 360,000 compounds, 0.14% hits; AID 624127;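 active means activation above the run mean over all test wells plus 3 SD, cut at about 32% in these data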;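 further: peak over basal fluorescence ratio per well then scaled between controls; 0% = DMSO wells and 100% = acetylcholine at EC100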
CHRM5 agonist = CHRM5 agonism in calcium assay; 360,000 compounds, 0.19% hits; activation, % at 3 µM; CHO-K1 hM5 cells, Fluo-8 calcium fluorescence; 0% DMSO wells, 100% maximal acetylcholine response; P08912;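 active means activation above the run's mean over test compounds plus 3 SD, cut at about 23% in these data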;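 further: signal is peak over basal fluorescence ratio across the kinetic read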
Target sequence (P08912 whole entry, looked up): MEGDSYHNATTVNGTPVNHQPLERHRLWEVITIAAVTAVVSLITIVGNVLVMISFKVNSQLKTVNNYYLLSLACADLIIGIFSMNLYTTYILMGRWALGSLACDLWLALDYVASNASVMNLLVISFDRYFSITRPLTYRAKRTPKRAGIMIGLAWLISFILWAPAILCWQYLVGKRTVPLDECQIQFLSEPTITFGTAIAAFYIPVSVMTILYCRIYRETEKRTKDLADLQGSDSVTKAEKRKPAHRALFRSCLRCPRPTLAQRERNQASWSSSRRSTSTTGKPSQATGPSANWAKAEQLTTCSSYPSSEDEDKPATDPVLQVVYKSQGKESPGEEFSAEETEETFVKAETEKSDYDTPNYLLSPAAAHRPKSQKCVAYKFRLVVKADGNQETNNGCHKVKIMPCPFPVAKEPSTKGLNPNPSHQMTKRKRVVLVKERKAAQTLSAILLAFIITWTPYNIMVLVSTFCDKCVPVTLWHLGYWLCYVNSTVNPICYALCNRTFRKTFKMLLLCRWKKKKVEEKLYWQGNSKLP
CHRM1 agonist = human M1 muscarinic receptor agonism. 360,000 compounds, 0.33% hits. activation, % at 3 µM. CHO-K1 hM1, Fluo-8 calcium fluorescence, agonist mode; 0% DMSO, 100% acetylcholine EC100. P11229. AID 588814;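 active means activation above the run's mean compound activation plus 3 SD, cut at about 16% in these data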;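 further: peak over basal fluorescence ratio within a 140 s kinetic read after compound addition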
CHRM5 antagonist = blocks acetylcholine activation of human M5 receptor | P08912 | inhibition, % at 3 µM | CHO-hM5 cells, Fluo-8 calcium fluorescence, ACh EC80 | 360,000 compounds, 0.59% hits;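 active means inhibition above a per-plate cutoff, the mean of that plate's test compounds plus 3 SD, cut at about 27% in these data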;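 further: 0% = acetylcholine EC80 with DMSO and 100% = DMSO without agonist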
M1 PAM = positive allosteric modulators of human M1 muscarinic receptor. P11229. activation, % at 3 µM. CHO-K1 hM1, Fluo-8 calcium fluorescence, ACh EC20; 0% = ACh EC20, 100% = maximal ACh. 360,000 compounds, 0.088% hits; in the data active means activation above about 19%, passing the limit was not always enough
TAAR1 ag = human TAAR1 agonism; activation, % at 3 µM; 360,000 compounds, 0.99% hits; Q96RJ0; CHO RD-HGA16 TAAR1, Fluo-8 calcium fluorescence; vehicle wells 0%, saturating PEA agonist 100%;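 active means activation above the mean activation of all test compounds in the run plus 3 SD, cut at about 38% in these data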
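System: CHO-derived RD-HGA16 cells with stable Gα16 and human TAAR1. Times: 17-24 h plating, Fluo-8 75 min 37 °C, 30 min RT. Measured by: calcium-sensitive Fluo-8 signal, excitation 470-495, emission 515-575 nm. Read-out basis: % activation relative to PEA EC100 response. Control set: DMSO and PEA EC100. Repeats: no replicates (n 1).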
CHRM5 PAM = CHRM5 positive allosteric modulation. P08912. CHO-K1 hM5, Fluo-8 calcium, ACh EC20 PAM; 0% = ACh EC20, 100% = ACh EC100. activation, % at 3 µM. 360,000 compounds, 0.3% hits;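 active means activation above the run cutoff, the mean activation of all test compounds plus 3 SD, cut at about 18% in these data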
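Measured by: Fluo-8 calcium fluorescence; material: human M5 receptor in CHO-K1 cells; schedule: Post-acetylcholine fluorescence recording 140 s; benchmarks: low control EC20 acetylcholine (0%), high control EC100 acetylcholine (100%); read-out: Max/basal fluorescence ratio as % of EC20–EC100 ACh window; compound: single dose, 3 µM nominal final test concentration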
* marks the source's active call; other numbers are inactive results; . = no result given. This is a subset; the hit share may differ from the screen's.

(1) CN1C(=O)C(O)(CC(=O)/C=C/c2ccco2)c2ccccc21 (stereo unspecified)
(2) CN(Cc1ccccc1)C(=O)c1ccc2nc([C@H]3C[C@H](O)[C@@H](CO)O3)[nH]c2c1
(3) COC(=O)N/N=C/c1ccccc1OCCOc1ccc(OC)cc1
(4) Cc1ccc(NC(=O)C2CC3CCC2C3)c(Br)c1 (stereo unspecified)
(5) O=C(/C=C/c1ccccc1[N+](=O)[O-])c1ccc(F)cc1
(6) CC1CCN(c2c(NCC3CCC(C(=O)NCCc4ccccc4)CC3)c(=O)c2=O)CC1 (stereo unspecified)
(7) Cc1nc2nc(CCc3ccccc3)nn2c(C)c1Cl
(8) CN(C)C(=O)COC(=O)[C@H](Cc1ccccc1)NC(=O)c1ccco1
entry no.,1,2,3,4,5,6,7,8
M4 antag,-3,-3,13,-2,-4,-1,-10,-6
M1 antag,-10,-5,-9,-15,-3,-11,-2,-3
CHRM4 agonist,4,0,4,-1,0,-1,1,1
CHRM5 agonist,-3,0,-1,-2,-4,-2,-1,-4
CHRM1 agonist,-1,-4,-1,-5,-5,-3,0,-3
CHRM5 antagonist,-6,-2,13,6,4,2,-1,-2
M1 PAM,12,4,6,7,6,14,1,3
TAAR1 ag,1,1,0,-4,1,8,13,2
CHRM5 PAM,-5,-2,-4,14,7,1,-6,-5

Another view of 2 compounds above:
[5] O=C(/C=C/c1ccccc1[N+](=O)[O-])c1ccc(F)cc1
  M4 antag: -4; M1 antag: -3; CHRM4 agonist: 0; CHRM5 agonist: -4; CHRM1 agonist: -5; CHRM5 antagonist: 4; M1 PAM: 6; TAAR1 ag: 1; CHRM5 PAM: 7
[7] Cc1nc2nc(CCc3ccccc3)nn2c(C)c1Cl
  M4 antag: -10; M1 antag: -2; CHRM4 agonist: 1; CHRM5 agonist: -1; CHRM1 agonist: 0; CHRM5 antagonist: -1; M1 PAM: 1; TAAR1 ag: 13; CHRM5 PAM: -6

(list continues)
(9) COc1cccc(C2c3[nH]c4ccccc4c3C[C@H]3C(=O)N(CCCOC(C)C)CC(=O)N23)c1 (stereo partly specified)
(10) Cc1cc(NC(=O)CCC(=O)N(CC(=O)NC2CCCC2)c2ccc3c(c2)OCCO3)no1
(11) COc1ccccc1-n1c(SCC(=O)Nc2cccc3ccccc23)nc(O)cc1=O
(12) O=C(c1ccc(Cl)cc1)C1CCN(C(=O)c2ccccc2)CC1
(13) Cc1noc(C)c1S(=O)(=O)N(CC(=O)NC1CCC(C)CC1)c1ccc(C(C)C)cc1 (stereo unspecified)
(14) OCCOCCn1c(C(CO)Nc2nc(-c3cccc(Br)c3)cs2)nc2ccccc21 (stereo unspecified)
(15) COc1ccc(CCNC(=O)c2nnc(Cc3c(F)cccc3Cl)o2)cc1OC
(16) Cn1c(N2CCN(C(=O)NCc3ccccc3)CC2)nc2ccccc21
entry no.,9,10,11,12,13,14,15,16
M4 antag,-6,-1,-5,10,-14,2,4,-3
M1 antag,-15,-2,-12,-8,-2,0,-2,-9
CHRM4 agonist,2,1,1,5,-1,8,5,3
CHRM5 agonist,-2,0,-2,5,-1,-1,4,-2
CHRM1 agonist,-4,0,-2,-3,-3,-2,-2,-2
CHRM5 antagonist,4,1,0,-4,-8,10,-2,-3
M1 PAM,9,8,7,2,0,6,8,11
TAAR1 ag,5,13,14,5,-2,20,8,1
CHRM5 PAM,-4,5,5,-3,4,0,-4,4

(17) CCN(CC)C(=O)C1(P(=O)(c2ccccc2)c2ccccc2)CCC1
(18) CCCCN1CC(=O)N2[C@H]3c4cc(Cl)ccc4OC[C@@H]3[C@H](c3ccccc3)[C@]2(C)C1=O
(19) CC(C)(C)OC(=O)NCCc1nc(NC(=O)OCc2ccccc2)sc1C(=O)O
(20) CCCc1cc(-c2[nH]ncc2-c2ccc(C(=O)OCC)o2)c(O)cc1O
(21) CC(=O)c1cc(-c2ccc(F)cc2)n(CCC(=O)Nc2cccc(C)n2)c1C
(22) Cc1nn(Cc2ccccc2Cl)c(C)c1C(=O)Nc1nnc(C2CC2)s1
(23) COc1ccc(CCNC(=O)Cc2nn(C)c(=O)c3ccccc23)cc1OC
(24) CCOC(=O)C1(Cc2cccc(Cl)c2)CCCN(C(=O)c2cn[nH]c2)C1 (stereo unspecified)
entry no.,17,18,19,20,21,22,23,24
M4 antag,1,2,-9,25,-1,-11,-5,-1
M1 antag,-1,-21,.,19,-7,-11,-5,-2
CHRM4 agonist,0,2,1,3,3,5,2,0
CHRM5 agonist,-2,-2,-1,9,2,5,-7,-1
CHRM1 agonist,-4,-4,.,-1,-5,1,-2,-1
CHRM5 antagonist,4,6,4,8,-2,-2,-5,-4
M1 PAM,2,9,.,-6,8,-3,6,5
TAAR1 ag,13,5,2,3,13,23,0,0
CHRM5 PAM,-4,2,-4,0,-2,3,1,1

(25) Cc1ccc(CNC(=O)[C@H]2O[C@@H](n3ccc(N)nc3=O)[C@H](O)[C@@H]2O)o1
(26) O=C(COc1ccccc1Br)N1CCNC1=O
(27) O=S(=O)(c1cccc(F)c1)N1CCN(C(=S)NCc2ccccc2)CC1
(28) O=c1cc(NC2CCCCCC2)[nH]c(=O)[nH]1
(29) CCOc1ccccc1NC(=O)COC(=O)c1nc2nccc(C)n2n1
(30) Cc1ccc(CNS(=O)(=O)c2c(C)[nH]c(=O)[nH]c2=O)cc1
(31) N#Cc1sc2nc(-c3cccs3)cc(-c3ccc(F)cc3)c2c1N
(32) N#CCC(C(=O)c1cccnc1)c1ccccc1 (stereo unspecified)
entry no.,25,26,27,28,29,30,31,32
M4 antag,-17,-7,2,-3,14,0,-10,-2
M1 antag,-14,-8,-2,-7,-4,0,-4,-3
CHRM4 agonist,2,2,2,0,4,0,0,1
CHRM5 agonist,1,-7,-1,-4,2,-1,-1,0
CHRM1 agonist,0,-5,-1,-4,-2,-2,-5,-2
CHRM5 antagonist,-14,8,-1,1,0,-3,-7,-1
M1 PAM,8,7,6,3,3,-1,8,0
TAAR1 ag,0,4,1,17,-1,1,3,1
CHRM5 PAM,10,-3,4,-3,1,11,3,-3

(33) O=C(NCc1ccc(Cl)c(Cl)c1)c1cc(C2CCCCN2C(=O)OCCF)on1 (stereo unspecified)
(34) COc1cccc(/C=N/NC(=O)C(=O)NCc2cccnc2)c1
(35) Cc1nn(C)c(C(=O)NC(=S)Nc2ccccc2O)c1Cl
(36) N#Cc1c(-c2cccs2)cc(C2CC2)nc1SCC(N)=O
(37) CCc1ccc(OCc2nnc(SCCN3CCOCC3)n2C)cc1
(38) Cc1cc(NC(=O)COC(=O)c2cccc(S(=O)(=O)N3CCOCC3)c2)no1
(39) c1ccc2c(N3CCOCC3)nc(-c3ccncc3)nc2c1
(40) COCCN(C(=O)COC(=O)Cc1cccc(OC)c1)c1c(N)n(CC(C)C)c(=O)[nH]c1=O
entry no.,33,34,35,36,37,38,39,40
M4 antag,-2,-5,4,4,4,3,5,2
M1 antag,-9,-39,-6,-21,-15,-3,-27,1
CHRM4 agonist,5,0,4,1,1,-1,4,1
CHRM5 agonist,-1,-2,-2,8,-3,2,1,3
CHRM1 agonist,-5,-6,-1,-4,-6,-3,0,-3
CHRM5 antagonist,3,-14,16,2,9,-1,1,-5
M1 PAM,-8,7,4,-3,9,10,13,1
TAAR1 ag,3,-5,0,0,1,19,4,1
CHRM5 PAM,-8,7,-4,-5,-7,2,-4,3

(41) COc1cc(C)ccc1S(=O)(=O)NC1CC(C)(C)NC(C)(C)C1
(42) CN(C)/C=C/C(=O)c1cc(F)cc(C(F)(F)F)c1
(43) Cn1c(CC(=O)Nc2ccccc2)nnc1SCC(=O)c1ccccc1
(44) O=C(COc1ccc(Cl)cc1)N1CCN(c2ncccn2)CC1
(45) O=C(Nc1ccc(C(=O)NC2CCCCC2)cc1)c1cccnc1
(46) CCOC(=O)c1c(C)[nH]c(C)c1S(=O)(=O)N(C)CC(=O)NCc1cccc(C)c1
(47) O=C(N/N=C1\SCC(=O)N1CCc1ccccc1)c1cccs1
(48) O=[N+]([O-])c1cc(/C=N/n2cnnc2)ccc1N1CCCC1
entry no.,41,42,43,44,45,46,47,48
M4 antag,11,-5,-7,5,-14,-1,-5,4
M1 antag,-10,-7,-10,-3,-4,-2,-12,-11
CHRM4 agonist,1,1,0,1,1,1,0,1
CHRM5 agonist,0,0,-3,1,-3,-2,-3,-2
CHRM1 agonist,-6,-5,-1,0,-4,-4,-5,-8
CHRM5 antagonist,4,-7,-11,2,-3,8,19,1
M1 PAM,10,13,7,3,6,1,13,10
TAAR1 ag,3,2,9,2,5,10,4,3
CHRM5 PAM,-2,2,12,-2,1,-4,-2,3

(49) COc1ccc(S(=O)(=O)NCC2CCCN(C(=O)c3cccs3)C2)cc1 (stereo unspecified)
(50) COc1ccc(/C(N)=N/OC(=O)c2ccc(C)c([N+](=O)[O-])c2)cc1OC
(51) CCOc1ccc(C2C(C#N)=C(N)N(N(C)C)C3=C2C(=O)CC(C)(C)C3)cc1 (stereo unspecified)
(52) COc1cc(/C=N/NC(=O)c2ccccn2)ccc1OC(=O)c1ccccc1Br
(53) Cc1ccc(NC(=O)c2cccc3c2C(=O)N(C2CCCCC2)C3)cc1
(54) COc1ccc(C2C(C#N)=C(N)OC3=C2C(=O)CC(C)(C)C3)c(OC)c1OC (stereo unspecified)
(55) Cc1ccc2c(c1C)NC(C)CC2C (stereo unspecified)
(56) CCc1ccc(OCC(=O)NNC(=O)c2cc(S(=O)(=O)N3CCOCC3)ccc2N2CCCC2)cc1
(57) Cc1csc(NC(=O)C(NC(=O)c2ccccc2F)C(C)C)n1 (stereo unspecified)
(58) Cn1c(N)c(N2CCN(c3ccccc3)CC2)c(=O)[nH]c1=O
entry no.,49,50,51,52,53,54,55,56,57,58
M4 antag,-9,-10,-6,-12,6,-3,3,2,-9,-10
M1 antag,-2,1,-8,19,-12,-5,1,-6,-6,-7
CHRM4 agonist,2,0,1,17,1,1,0,0,0,2
CHRM5 agonist,-2,-3,-5,-3,-3,-6,-6,-3,1,-3
CHRM1 agonist,-3,-1,-3,-3,0,-2,-2,-3,-5,-2
CHRM5 antagonist,4,1,3,8,-8,-6,8,13,-6,-4
M1 PAM,6,-1,6,-11,9,5,2,3,8,7
TAAR1 ag,1,3,8,7,-2,3,5,5,5,3
CHRM5 PAM,2,-9,0,-10,8,3,-7,-7,-4,6

Three compounds already listed, sorted by molecular weight, low to high:
(53) Cc1ccc(NC(=O)c2cccc3c2C(=O)N(C2CCCCC2)C3)cc1
(51) CCOc1ccc(C2C(C#N)=C(N)N(N(C)C)C3=C2C(=O)CC(C)(C)C3)cc1 (stereo unspecified)
(49) COc1ccc(S(=O)(=O)NCC2CCCN(C(=O)c3cccs3)C2)cc1 (stereo unspecified)
entry no.,53,51,49
M4 antag,6,-6,-9
M1 antag,-12,-8,-2
CHRM4 agonist,1,1,2
CHRM5 agonist,-3,-5,-2
CHRM1 agonist,0,-3,-3
CHRM5 antagonist,-8,3,4
M1 PAM,9,6,6
TAAR1 ag,-2,8,1
CHRM5 PAM,8,0,2
